High-throughput results (PubChem)
ABCB6 inh MLPCN – ABCB6 transporter inhibitors, primary screen, K562-ABCB6 cells, flow cytometry, MLPCN library; ATP-binding cassette sub-family B member 6 (Homo sapiens), Q9NP58; K562-ABCB6 porphyrin accumulation, 1 h; active compounds read low; fluorescence ratio to DMSO, % at 10 µM; hit rate 0.19% among 360,000;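 active = fluorescence ratio to DMSO below 75%, the collection mean minus 3 SD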;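 note: signal is porphyrin accumulated inside mitochondria; 100% equals median channel fluorescence of DMSO control wells; lower ratio means ABCB6 inhibition with less porphyrin fluorescence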
Cardio protect – cardioprotection against H2O2-induced cell death, primary screen, uHTS, H9c2 cells, ATPLite luminescence; hit rate 0.63% among 360,000; protection from H2O2 cell death, % at 20 µM; H9c2 cardiomyocytes, H2O2 injury protection, 2 h;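 active = compounds giving at least 50% protection of heart cells from peroxide-induced death in the single-dose screen, raw or plate-pattern-corrected value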;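 note: 0% = DMSO wells with peroxide and 100% = DMSO wells without peroxide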
MC4R antagonist – MC4R antagonists of cAMP signaling, primary screen, cell-based, TR-FRET, antagonist arm of biased-ligand search; Melanocortin receptor 4 (Homo sapiens), P32245; MC4R-expressing cells, MTII-stimulated cAMP, LANCE TR-FRET; inhibition, % at 6.5 µM; hit rate 0.48% among 360,000; AID 540295, 2011;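 active = inhibition above its plate's cutoff, the mean of tested wells on that plate plus 3 SD, cut at about 29% in these data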;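 note: 0% = Melanotan II alone and 100% = Melanotan II plus saturating MCL0020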
Target sequence (P32245 whole entry, looked up): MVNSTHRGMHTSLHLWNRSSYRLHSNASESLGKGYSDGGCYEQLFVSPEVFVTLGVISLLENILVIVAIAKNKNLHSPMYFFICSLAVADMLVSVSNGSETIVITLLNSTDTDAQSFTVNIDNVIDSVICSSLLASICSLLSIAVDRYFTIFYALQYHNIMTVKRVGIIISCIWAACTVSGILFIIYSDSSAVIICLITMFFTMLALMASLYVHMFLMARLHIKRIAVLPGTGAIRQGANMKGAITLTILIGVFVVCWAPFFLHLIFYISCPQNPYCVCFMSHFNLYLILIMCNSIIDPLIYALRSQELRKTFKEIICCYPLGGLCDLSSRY
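System: U2OS-MC4R stable cell line; Technique: Eu-cAMP/anti-cAMP TR-FRET, emission 671 nm; Repeats: single well per compound; Also added: Melanotan II; Dosing: one concentration, 6.5 µM nominal; Schedule: 30-min compound, 1-h challenge, 1-h detection, room temperature.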
ABHD5 PLIN5 PPI – ABHD5-PLIN5 interaction inhibitors, primary screen, cell lysate, split luciferase complementation, luminescence. Split G. princeps luciferase complementation, 4 h. inhibition, % at 4 µM. hit rate 0.78% among 360,000;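 active = inhibition above the mean inhibition across every tested compound plus 3 SD, cut at about 22% in these data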;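 note: 0% = DMSO only wells and the 100% control is not disclosed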
m5-HT2A agonist – mouse Htr2a agonists via beta-arrestin recruitment, primary screen, cell-based, luminescence; hit rate 0.66% among 360,000; activation, % at 7.6 µM; AID 624169, 2012; CHO-K1 mHTR2A beta-arrestin complementation; percent of 30 µM serotonin response; 5-hydroxytryptamine receptor 2A (Mus musculus), P35363;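 active = activation above a run cutoff, the mean activation of all tested compounds plus 3 SD, cut at about 14% in these data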;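 note: 0% = plate median of compound wells and 100% = 30 µM serotonin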
Target sequence (P35363 whole entry, looked up): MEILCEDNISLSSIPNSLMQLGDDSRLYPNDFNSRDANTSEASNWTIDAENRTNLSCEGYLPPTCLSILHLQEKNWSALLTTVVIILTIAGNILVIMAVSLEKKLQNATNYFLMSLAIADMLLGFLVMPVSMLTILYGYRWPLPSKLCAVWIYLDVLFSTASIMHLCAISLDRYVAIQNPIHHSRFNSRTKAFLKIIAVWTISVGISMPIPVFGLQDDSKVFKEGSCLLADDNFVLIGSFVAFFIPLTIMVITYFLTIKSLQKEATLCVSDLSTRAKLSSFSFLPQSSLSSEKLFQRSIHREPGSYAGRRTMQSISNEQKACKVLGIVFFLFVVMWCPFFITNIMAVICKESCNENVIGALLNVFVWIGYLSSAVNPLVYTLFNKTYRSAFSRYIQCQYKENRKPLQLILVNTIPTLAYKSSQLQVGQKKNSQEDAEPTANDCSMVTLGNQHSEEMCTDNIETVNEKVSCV
Granule exo inh – LAMP-1 surface exposure blockers, TALL-104 cells – cell-based, flow cytometry, MLPCN library, primary screen; TALL-104 LAMP-1 surface exposure; cells stimulated with thapsigargin and PMA; hit rate 0.66% among 360,000; inhibition, % at 10 µM; AID 651702, 2012;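 active = inhibition above about 55%, limit read from the data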
Glyco luc inh – increase of ERlucT glycosylation luciferase signal, primary screen, N-linked glycosylation inhibitor project, D54 ERlucT cells, luminescence, set 2 | hit rate 0.23% among 360,000 | reporter increase, % at 12.5 µM | D54 ERlucT glycosylation luciferase reporter, 24 h; percent of 100 nM tunicamycin response;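 active = mean luciferase reporter signal, scaled so untreated is 0 and the glycosylation-blocking control 100, at or above a set limit in every replicate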;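 note: luciferase carries N-glycosylation sites so blocking glycosylation raises the light; 0% = median of neutral control wells and 100% = median of 100 nM tunicamycin wells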
aDG glyco up – activators of alpha-DG glycosylation, primary screen, uHTS, Pro5-aDG cells, AlphaScreen; alpha-DG glycosylation AlphaScreen (IIH6); 0% Pro5, 100% B10-LARGE cell signal; activation, % at 10 µM; hit rate 0.22% among 360,000;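 active = activation of at least 8% versus controls, or a plate z-score of at least 8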;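 note: Pro5 are CHO cells carrying HIG-tagged alpha-DG that lacks glycosylation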
hiPSC survival – enhancers of single-cell hiPSC survival, primary screen, ATPlite luminescence | 100% = ROCK inhibitor wells, 0% = DMSO | survival enhancement, % at 20 µM | hit rate 0.044% among 360,000; in the data active = survival enhancement above about 18%;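 note: cells exposed to compounds for 16 hours before the ATP read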
MC4R barr agon – MC4R agonists recruiting beta-arrestin, primary screen, cell-based, luminescence, agonist arm of biased-ligand search | Melanocortin receptor 4 (Homo sapiens), P32245 | U2OS MC4R beta-arrestin complementation; percent of melanotan II response, DMSO zero | activation, % at 8.9 µM | hit rate 0.98% among 360,000 | AID 540308, 2011;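 active = activation above a per-plate cutoff, the mean activation of sample wells on that plate plus 3 SD, cut at about 8% in these data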
* = called active by the depositor; . = no result given.

molecule	ABCB6 inh MLPCN	Cardio protect	MC4R antagonist	ABHD5 PLIN5 PPI	m5-HT2A agonist	Granule exo inh	Glyco luc inh	aDG glyco up	hiPSC survival	MC4R barr agon
CCCN1CCC(NC(=O)CC2C(=O)NCCN2Cc2cccc(OC)c2)CC1 (stereo not drawn)	99	4	-2	0	7	2	-2	-0.3	1.3	-0.3
Cn1c(Cn2c(=O)sc3ccccc32)nnc1SCC(=O)Nc1ccc2c(c1)OCO2	100	8	21	-10	4	8	0	0.6	0.1	-1.3
Cc1cc(NC(=O)CSc2nc(Cc3ccccc3)c(C)[nH]2)no1	100	-3	2	0	1	8	-1	0.1	-0.3	-2.1
CCOC(=O)/C(=N\Nc1ccc(Br)cc1)N1CCN(c2ccccc2OC)CC1	97	-13	-5	-8	-1	0	-1	0.0	-0.2	-0.9
CCCc1c(C(=O)N/N=C/C(C)=C/c2ccccc2)nnn1-c1nonc1N	98	-7	11	-2	2	4	-1	0.1	-0.5	-0.8
O=C(CSc1nccn1Cc1ccco1)Nc1ccccc1F	98	1	12	0	0	12	0	0.0	0.3	-3.2
CC(=O)c1ccc(NC(=O)CSc2nc(C3CC3)nc3ccccc23)cc1	78	-10	-1	5	-4	0	10	1.2	0.3	0.6
CCC[C@@H]1C[C@@H](C(=O)NC(C(C)Cl)[C@H]2O[C@H](SC)[C@H](O)[C@@H](O)[C@H]2O)N(C)C1 (stereo partly drawn)	97	-4	16	-15	40*	0	-1	0.0	-1.0	0.6
COc1ccc2[nH]c3c(c2c1)CCN1C(=O)N([C@@H](C)C(=O)NC2CCN(Cc4ccccc4)CC2)C(=O)[C@]31C	101	-5	8	-6	-7	2	-2	0.3	2.2	0.9
CN(C)S(=O)(=O)c1ccc(=S)[nH]c1	98	0	-4	-3	2	1	2	0.5	-0.5	4.2
O=C(OCC(=O)c1c[nH]c2ccccc12)c1ccc(OC(F)F)cc1	105	-3	0	0	0	-4	3	-0.1	1.5	3.7
O=C(Nc1ccc(F)cc1)Nc1csc2ccccc12	96	-16	9	-9	-5	-20	-2	0.1	-0.8	5.3
COCCNC(=O)C1CCCN(C(=O)c2sccc2C)CC1 (stereo not drawn)	99	2	14	-5	-2	0	1	0.1	2.9	2.1
CCOc1ccc(NC(=O)c2cnccn2)cc1	103	-21	5	7	0	1	-11	0.0	-1.9	1.3
Cc1cc2c(cc1S(=O)(=O)NC1CCCCC1C)OCC(=O)N2 (stereo not drawn)	101	1	-4	-1	2	-3	-2	-0.2	-0.4	0.8
COc1c(C)cccc1C(=O)Nc1ccc(CN2CCOCC2)cc1	102	-2	6	1	-6	-3	-4	0.2	0.0	-0.9
C=CCOC(=O)C(C#N)c1nc2ccccc2nc1N1CCN(c2ccccc2OC)CC1 (stereo not drawn)	93	1	6	4	5	-1	0	-0.8	-0.6	-1.1
COc1ccccc1Nc1nc(-c2sc(NC(=O)c3ccco3)nc2C)cs1	103	20	21	-29	5	5	-9	-0.3	-2.9	0.7
CC(=O)Nc1cc2c(c(Cl)c1Cl)-c1ccccc1C2=O	96	-5	-2	2	8	3	4	0.5	-2.6	-0.2
OCC[C@H]1C[C@H](O)[C@@H](O)[C@]2(CCc3ccccc3CO2)O1	100	-3	-7	7	0	-1	2	0.0	-3.7	-1.5
COc1ccc(C(=O)Nc2c(N)nc(SCC(=O)NCC3CCCO3)[nH]c2=O)cc1OC (stereo not drawn)	98	0	-1	-3	8	-2	.	-0.1	0.0	-0.2
O=C(CNC(=O)c1ccc(Cl)cc1)OCc1nc2ccccc2s1	105	0	18	-1	7	0	3	-0.2	-4.1	-1.6
O=C(CSc1nnc(-c2ccccc2F)n1C1CCCCC1)Nc1cc(C(=O)O)ccc1Cl	98	-5	10	-3	-2	-8	0	-0.1	-0.5	-1.4
O=C(O)CCCC(=O)NCCCCc1ccccc1	101	2	1	-3	0	0	1	0.3	3.5	-0.6
Cc1ccc2nc(C)c(CN3CCN(c4ccc([N+](=O)[O-])cc4Cl)CC3)n2c1	86	-16	-14	-12	-9	72*	-4	1.0	-0.2	-0.4
COc1ncccc1-c1nnn(-c2ccc(F)cc2)n1	96	-5	-1	-12	0	-2	-6	0.1	-1.8	-1.5
CC(NC(=O)CSc1ncccn1)c1ccc(Cl)cc1Cl (stereo not drawn)	99	-10	22	0	-2	3	2	-0.3	0.0	-1.4
CCCCn1c(NCc2ccccc2O)nc2ccccc21	95	-10	-3	-1	-4	0	-2	0.2	-1.9	8.2
CCCCOC(=O)Nc1ccc(S(=O)(=O)Nc2cc(C)nc(C)n2)cc1	98	-4	2	3	9	7	0	0.0	0.2	1.3
COc1cccc(C(=O)NNC(=O)c2cccc3ccccc23)c1	95	7	8	-7	4	-1	2	-0.4	0.7	0.1
Cc1ccc(S(=O)(=O)c2c(C)cc(C)nc2Oc2cccc(C(F)(F)F)c2)cc1	119	-14	-8	2	-6	21	-4	0.2	-1.5	-0.3
COc1ccc(N(C(=O)c2ccco2)C(C(=O)NC2CCCC2)c2cccnc2)c(OC)c1 (stereo not drawn)	100	-5	3	-3	-6	-2	1	-0.1	-0.7	0.2
CCn1cc(Cl)c(C(=O)Nc2cccc(CN3CCOCC3)c2)n1	97	-2	9	-9	5	-3	0	0.4	0.4	-1.4
COc1ccccc1N(CC(O)CN1CCCCC1)S(=O)(=O)c1ccc(C)cc1 (stereo not drawn)	99	0	4	-3	-8	13	1	0.0	0.0	-1.3
CC1(C(=O)N/N=C/c2ccc([N+](=O)[O-])o2)CC1(Br)Br (stereo not drawn)	99	-6	0	-3	0	-1	24	4.6*	-0.9	-1.8
CCNC(=O)CCn1nc(-c2ccc(C)cc2)c2ccccc2c1=O	97	-4	1	0	-2	4	-1	0.2	-0.1	-2.3
Cc1ccnc(SCCn2c(N3CC(C)CC(C)C3)nc3c2c(=O)n(C)c(=O)n3C)n1 (stereo not drawn)	104	-2	5	-6	4	-2	1	-0.3	8.6	-0.6
OCC1(CCc2ccccc2)CCN(Cc2cc(Cl)ccc2O)CC1	92	-2	0	2	-8	0	0	-0.3	-0.5	-0.8
CCCCOc1ccc(C(=O)NCC(=O)NCC2CCCO2)cc1 (stereo not drawn)	93	0	6	-5	-12	0	-1	-0.2	-0.5	-2.3
CCC(C)(C)n1nnnc1C(c1cc2cc(C)ccc2[nH]c1=O)N1CCCc2ccccc21 (stereo not drawn)	96	-8	14	-13	2	-3	-4	0.0	-0.9	-4.2
CCOc1ccc2oc(-c3ccccc3)c(C(N)=O)c2c1	100	-4	12	-2	-2	-7	1	0.0	-0.6	-0.3
O=C(CN(Cc1ccco1)C(=O)c1ccc(N2CCCC2=O)cc1)Nc1ccccc1C(F)(F)F	89	6	-5	6	3	-1	-2	0.1	-0.2	-2.1
CN(CC(=O)Nc1ccc(Cl)cc1)C(=O)CNC(=O)c1ccc(Br)o1	102	-2	0	14	-6	0	-2	0.0	0.3	-3.3
CCOc1c(Br)cc(C(=O)N2CCCN(C)CC2)cc1OC	96	3	1	2	1	-10	-1	0.2	-0.6	-2.5
O=C(Nc1nc2ccc(Cl)cc2s1)C1CC1	92	-13	16	5	0	-1	-2	0.0	-0.4	0.4
CCN(c1ccccc1)c1cc(C)nc2ncnn12	99	-1	10	-2	-2	6	0	0.1	1.3	-1.0
COc1ccc(C2CCN(CC(=O)N(C)C)CC2O)cc1 (stereo not drawn)	100	1	16	1	5	-2	1	-0.1	0.2	2.2
C=C(C)C1CC=C(CN2CCC(O)CC2)CC1 (stereo not drawn)	96	4	-1	-1	-2	-1	0	-0.1	1.3	-2.2
C1CCC(NC2=NCCC2)CC1	103	-3	2	3	-1	0	-2	-0.2	1.8	-0.4
CCn1c(SC)nc(O)c(C(c2ccc(OC)c(O)c2)c2c(O)nc(SC)n(CC)c2=O)c1=O	107	.	2	31*	-1	19	1	.	.	-0.6
CCOc1ccc(N(Cc2cc3cc(C)ccc3[nH]c2=O)C(=O)COC)cc1	102	7	2	-9	2	9	0	0.5	0.5	1.6
O=C(CN1CCOCC1)NN=C1CCCCCCCCCCC1	102	6	19	11	-4	3	2	-0.1	-0.5	0.1
Cc1ccc(N(CC(=O)Nc2cc(C)ccc2C)S(C)(=O)=O)cc1	102	1	1	1	1	-8	3	0.1	0.1	-0.5
